Compound activity: PubChem BioAssay, NCI
Growth percent in the NCI-60 one-dose screen (48 h, 10 µM unless noted): 100 = growth as untreated, 0 = no growth, -100 = all killed.
CAKI-1: CAKI-1 renal cancer | hit rate 4.7% among 75,000
786-0: 786-0 renal cancer cells | hit rate 5.1% among 81,000
SF-295: SF-295 CNS cancer cells; AID 1794758; hit rate 5.6% among 79,000
SN12C: SN12C renal cancer cells. hit rate 3.8% among 81,000
SF-268: SF-268 CNS cancer cells; hit rate 3.1% among 82,000
U251: U251 CNS tumor cells. hit rate 5.4% among 80,000. AID 1794753
TK-10: TK-10 renal cancer cells. hit rate 3.9% among 81,000
UO-31: UO-31 renal cancer; hit rate 5.2% among 81,000
Active calls of the source: *; nt = not tested or not shown; & = joins results of further samples. How the source made its calls: active means growth percent below 10; inactive means the rest.

#1 CCOc1ccccc1/C=N\N=C\c1ccccc1O
#2 O=c1[nH][nH]c(=O)c(Cl)c1Cl
#3 CCCCCN1C(=O)[C@H](CC(C)C)C[C@H]1CNCC(=O)OC(C)(C)C
#4 COc1cc2ncnc(Nc3ccc(S(=O)(=O)Nc4cc(C)on4)cc3)c2cc1OCCCN1CCCC1
#5 COc1ccc(-c2nsc3c2NC(=O)CC3c2ccsc2)cc1 (stereo not given)
#6 CCCN(CCC)CC(O)CNc1cc(OC)cc2cccnc12 (stereo not given)
#7 COc1ccc(/C=C/C(C)=O)cc1
#8 N#Cc1c(-c2ccc(Br)cc2)cc(-c2c[nH]c3ccccc23)nc1N

assay / entry	1	2	3	4	5	6	7	8
CAKI-1	93	96&108	95	93	28	104	96&99	31
786-0	106	105&112	100	107	30	91	100&104	80
SF-295	105	114&103	105	100	2.3*	98	101&108	52
SN12C	94	95&104	97	99	42	98	106	66
SF-268	95	105&106	98	97	47	101	97&103	57
U251	104	102&110	90	100	20	91	101&109	53
TK-10	121	99&104	92	65	53	109	100&99	97
UO-31	52	92&96	92	84	45	94	98&98	44

#9 Cc1nc(-c2ccccc2)cc2c(O)c(C(=O)N/N=C/c3ccc(O)cc3)[nH]c(=O)c12
#10 O=C(O)CCN1C(=O)c2ccccc2C1=O
#11 O=C(CSc1nc2ccccc2o1)Nc1ccc(-c2nc3ccccc3s2)cc1
#12 Nc1nc(N)c(-c2ccc(Cl)c(Cl)c2)c(CBr)n1
#13 Cc1ccc(OC(=O)c2cccc(Cl)c2)cc1
#14 Cc1cc2c(-c3nc4ccccc4[nH]3)c(O)c(O)cc2c(O)c1-c1c(C)cc2c(-c3nc4ccccc4[nH]3)c(O)c(O)cc2c1O
#15 COc1ccc(NC(=O)[C@H](C)NC(=O)OC(C)(C)C)cc1C(=O)Nc1cccc(C2CC(=O)c3c(cc(OC)c(OC)c3OC)O2)c1 (stereo not given in full)
#16 O=[N+]([O-])c1ccc(CO)o1

assay / entry	9	10	11	12	13	14	15	16
CAKI-1	95	77	96	82	82	nt	52	102
786-0	95	104	91	52	96	-11*	75	107
SF-295	117	97	91	56	91	-18*	112	95
SN12C	100	99	104	79	104	9.2*	49	102
SF-268	105	110	nt	94	96	6.9*	56	96
U251	111	105	98	65	108	-59*	70	94
TK-10	123	99	114	84	98	-6.2*	99	94
UO-31	98	98	68	89	100	-31*	34	95

#17 COc1ccc(CC(=O)N2CCc3cc(OC)c(OC)cc3C2O)cc1OC (stereo not given)
#18 O=C(OCc1ccc2c(Cl)cc(Cl)c(O)c2n1)n1cncn1
#19 C/C(=N\NC(=O)CSc1nc2ccccc2c(=O)n1CCc1ccc(S(N)(=O)=O)cc1)c1ccccn1
#20 C=C[C@H]1[C@H](O[C@@H]2OC(CO)[C@@H](O)[C@H](O)C2OC(=O)c2c(O)cc(O)cc2-c2cccc(O)c2)OC=C2C(=O)OCC[C@H]21 (stereo not given in full)
#21 COc1ccc(C2=NN(C(N)=S)C(c3cc4ccccc4[nH]c3=O)C2)cc1 (stereo not given)
#22 Cc1nn2c(-c3nc4ccc(F)cc4[nH]3)c(-c3ccccc3)nc2s1
#23 CNC(=O)c1cc(Oc2cccc3nc(Nc4ccc(F)c(F)c4)ccc23)ccn1
#24 COc1cc2c3c(n(CCCCNCCCn4c5c(c6cc(OC)c(OC)cc6c4=O)C(=O)c4cc6c(cc4-5)OCO6)c(=O)c2cc1OC)-c1cc2c(cc1C3=O)OCO2

assay / entry	17	18	19	20	21	22	23	24
CAKI-1	103	14	38	94	94	96	93	93
786-0	98	46	35	105	97	109	63	109
SF-295	110	20	13	96	119	nt	76	100
SN12C	109	37	39	102	98	101	79	102
SF-268	105	24	34	101	93	113	61	90
U251	101	16	32	104	93	108	44	92
TK-10	105	62	34	102	91	111	82	100
UO-31	90	15	30	89	81	89	83	84

#25 COc1ccc(Cl)cc1NC(=O)c1cc2c([nH]1)-c1nc(N)sc1CCC2
#26 CCOC(=O)CNC=O
#27 NC(=O)[C@@H](Cc1ccc(Nc2nc(CN3CCN(C(=O)c4ccccc4)CC3)cs2)cc1)NC(=O)c1ccccc1C(=O)c1ccccc1
#28 CC(C)(C(N)=O)N1CCN(c2cccc(Cl)c2)CC1
#29 CC(C)(O)CN/C=C(\C(=O)OC(C)(C)C)N1C(=O)C2CCCCC2C1=O (stereo not given)
#30 O=C(CN1CCN(c2cc(=O)n(-c3ccccc3)c3ccccc23)CC1)Nc1nc(-c2ccc(Cl)cc2)cs1
#31 C/C(=N\NC(=S)Nc1ccccc1)c1sc(Nc2ccc(O)cc2)nc1C
#32 O=[N+]([O-])c1cnc(N2CCN(c3ccc(C(F)(F)F)cc3)CC2)nc1N1CCN(c2ccc(C(F)(F)F)cc2)CC1

assay / entry	25	26	27	28	29	30	31	32
CAKI-1	nt	100	107	94	101	50	88	87
786-0	100	104	102	101	99	68	84	95
SF-295	106	105	111	93	90	63	93	93
SN12C	97	88	99	94	103	74	79	95
SF-268	98	103	104	115	104	54	76	96
U251	101	95	93	109	103	64	94	102
TK-10	98	101	113	106	109	62	121	118
UO-31	79	95	87	83	87	29	72	64

#33 Cn1nc(N)c(S(=O)(=O)c2ccccc2)c1Nc1ccccc1
#34 CCOC(=O)C1OC1c1ccccc1 (stereo not given)
#35 CC[C@@H]1NC(=O)[C@@H]2CCCCN2C(=O)[C@@H]2CCCN2C(=O)[C@@H](NC(=O)[C@H](Cc2cc(F)cc(F)c2)NC(=O)Nc2ccc(C3CC3)cc2F)[C@H](C)OC(=O)[C@@H]2C[C@@H](C)CN2C1=O
#36 Nc1ccc2cc(S(=O)(=O)O)cc(O)c2c1N=Nc1ccc([N+](=O)[O-])cc1S(=O)(=O)O
#37 Cc1cccc(N=C2NC(=O)CS2)c1C
#38 CCOC(=O)CO
#39 N#Cc1c(-c2ccc([N+](=O)[O-])cc2)cc(-c2ccc(NC(=O)CSc3nc4ccccc4c(=O)n3-c3ccccc3)cc2)nc1N
#40 C/C(=N\NC(=O)c1ccc(C(C)(C)C)cc1)c1ccc(O)cc1O

assay / entry	33	34	35	36	37	38	39	40
CAKI-1	106	99	9.5*	nt	94	96	92	17
786-0	100	98	16	107	99	105	101	15
SF-295	133	93	-10*	107	99	103	87	16
SN12C	101	105	12	95	103	104	97	34
SF-268	106	98	22	99	95	115	94	28
U251	108	99	25	101	99	110	93	25
TK-10	118	103	34	97	98	109	107	41
UO-31	91	89	11	80	86	73	72	17

#41 CC1(C)CC(=O)C(C(C2=C(O)CC(C)(C)CC2=O)c2cc3ccccc3[nH]c2=O)=C(O)C1
#42 COc1cc(C2CC(c3ccc(N4CCOCC4)cc3)=NN2c2nc(-c3ccc(Cl)cc3)c(C#N)c(N3CCOCC3)n2)cc(OC)c1OC (stereo not given)
#43 C=CCn1c(SCC(=O)Nc2ccc(C(=O)/C=C/c3cc(OC)c(OC)c(OC)c3)cc2)nnc1-c1cc(-c2ccc(S(C)(=O)=O)cc2)nc2ccccc12
#44 C/C=C/CCCCCCCCCC1CC(=O)OC1=O (stereo not given)
#45 COc1ccc(/C=N/N=C(N)N)cc1
#46 COc1ccc(OC)c(-c2cc(-c3ccc(Cl)cc3)c(C#N)c(N)n2)c1
#47 CCN(CC)C(=S)SSC(=S)N(CC)CC
#48 Cc1ccccc1[C@H]1C(C(=O)c2ccc(Cl)cc2)C2(N[C@@H]1c1ccccc1)C(=O)Nc1ccccc12 (stereo not given in full)

assay / entry	41	42	43	44	45	46	47	48
CAKI-1	92	68	77	98	nt	94	87&76	4.0*
786-0	100	92	94	91	109	95	92&91	-42*
SF-295	94	111	97	95	98	99	103&79	-19*
SN12C	106	89	88	101	103	100	106&79	-95*
SF-268	106	98	87	131	110	101	96&88	-12*
U251	96	94	88	94	100	101	100&59	-58*
TK-10	nt	106	159	108	110	90	97	-8.1*
UO-31	81	49	78	98	99	91	91&63	0.4*

#49 O=C1Nc2ccccc2/C1=N/N1C(=O)CN(c2ccccc2)C1=S
#50 COc1cc(/C=C2\CCCC3=C2N=C2SC=NN2C3c2cc(OC)c(OC)c(OC)c2)cc(OC)c1OC (stereo not given)
#51 O=Nc1ccc(NO)cc1
#52 COc1ccc(-c2nc(-c3nc4ccc(C)cc4[nH]3)c3ccccn23)cc1
#53 OC(COc1cccc2ccccc12)CN1CCCC1 (stereo not given)
#54 O=C1CSC(=S)N1/N=C/c1ccccc1O
#55 Cn1c(=O)c2[nH]c(=S)n(Cc3ccccc3)c2n(C)c1=O
#56 COc1ccc2nc3cc(Cl)ccc3c(Nc3cc(CN4CCCC4)c(O)c(CN4CCCC4)c3)c2n1

assay / entry	49	50	51	52	53	54	55	56
CAKI-1	50	9.5*	101&102	47	106	95	111	-4.4*
786-0	102	32	112&111	78	102	105	102	0.4*
SF-295	96	21	101&115	8.6*	105	99	118	-27*
SN12C	92	7.1*	95&98	45	102	93	99	11
SF-268	99	23	91&94	45	102	104	96	-25*
U251	100	8.1*	114&100	43	107	96	110	10
TK-10	106	18	108&128	69	111	115	104	21
UO-31	55	36	86&71	14	78	82	91	19

#57 Cn1ncc2c(=O)nc3c(-c4nc5ccccc5[nH]4)n[nH]n3c21
#58 Cc1ccc(C)c2c1sc1nc(N3CCOCC3)c(C#N)c(=N)n12
#59 CCOC(=O)NC(C)=O
#60 CN1CCCc2cc(/C=C3\SC(=S)N(CCC(=O)O)C3=O)ccc21
#61 O=C(Nc1ccc(Oc2cccc(Cl)c2)c(Cl)c1)c1cnccn1
#62 COc1ccc(Cl)cc1Nc1nc(C(F)(F)F)ccc1C(=O)N/N=C/c1ccc(Cl)cc1
#63 CCN1C(=O)/C(=C/c2ccc(OC)cc2)SC1=S
#64 N#CCC(=O)c1ccc(N)cc1

assay / entry	57	58	59	60	61	62	63	64
CAKI-1	107	80	101	97	22	13	119	102
786-0	108	104	99	100	45	14	102	98
SF-295	121	95	108	106	41	18	129	100
SN12C	104	100	106	99	44	49	108	100
SF-268	102	92	113	101	54	37	121	108
U251	100	97	101	97	16	30	108	109
TK-10	107	nt	84	100	56	nt	117	128
UO-31	87	76	86	86	37	19	114	86

#65 Cc1ccc(/C=C/C2=NN(c3ccc(S(N)(=O)=O)cc3)C(c3ccc(C)o3)C2)o1 (stereo not given)
#66 CC(C)[C@H](N)C(=O)O
#67 CN(CCO)CC(O)Cn1cnc2c1c(=O)n(C)c(=O)n2C (stereo not given) (tested in a mixture with another compound)
#68 Cc1nc(-c2cc3ccccc3oc2=O)ccc1C(=O)/C=C/c1ccc(N(C)C)cc1
#69 CN(C)CCOc1nc2c(c(=O)n(C)c(=O)n2C)n1C
#70 CCCCCCCCCCOC(=O)c1nn(C(C)=O)c2cc(F)c(F)cc12

assay / entry	65	66	67	68	69	70
CAKI-1	nt	105	83	88	87	90
786-0	93	102	100	94	100	99
SF-295	101	108	107	89	91	101
SN12C	108	102	99	102	107	103
SF-268	89	108	88	87	98	108
U251	98	104	91	96	100	92
TK-10	104	107	92	nt	105	96
UO-31	77	104	82	71	87	83

Looked up by compound from the list above:
#48 Cc1ccccc1[C@H]1C(C(=O)c2ccc(Cl)cc2)C2(N[C@@H]1c1ccccc1)C(=O)Nc1ccccc12 (stereo not given in full)
#43 C=CCn1c(SCC(=O)Nc2ccc(C(=O)/C=C/c3cc(OC)c(OC)c(OC)c3)cc2)nnc1-c1cc(-c2ccc(S(C)(=O)=O)cc2)nc2ccccc12
#45 COc1ccc(/C=N/N=C(N)N)cc1
#11 O=C(CSc1nc2ccccc2o1)Nc1ccc(-c2nc3ccccc3s2)cc1
#41 CC1(C)CC(=O)C(C(C2=C(O)CC(C)(C)CC2=O)c2cc3ccccc3[nH]c2=O)=C(O)C1
#2 O=c1[nH][nH]c(=O)c(Cl)c1Cl
#22 Cc1nn2c(-c3nc4ccc(F)cc4[nH]3)c(-c3ccccc3)nc2s1

assay / entry	48	43	45	11	41	2	22
CAKI-1	4.0*	77	nt	96	92	96&108	96
786-0	-42*	94	109	91	100	105&112	109
SF-295	-19*	97	98	91	94	114&103	nt
SN12C	-95*	88	103	104	106	95&104	101
SF-268	-12*	87	110	nt	106	105&106	113
U251	-58*	88	100	98	96	102&110	108
TK-10	-8.1*	159	110	114	nt	99&104	111
UO-31	0.4*	78	99	68	81	92&96	89

Whole records from above:
`CN(CCO)CC(O)Cn1cnc2c1c(=O)n(C)c(=O)n2C` (stereo not given) (tested in a mixture with another compound) as listed: CAKI-1: 83; 786-0: 100; SF-295: 107; SN12C: 99; SF-268: 88; U251: 91; TK-10: 92; UO-31: 82
`CCCCCCCCCCOC(=O)c1nn(C(C)=O)c2cc(F)c(F)cc12` as listed: CAKI-1: 90; 786-0: 99; SF-295: 101; SN12C: 103; SF-268: 108; U251: 92; TK-10: 96; UO-31: 83

Hits appear at their usual frequency; about 9.2% have a hit in one of these screens.
